beta cell repl: inducers of MIN6 beta-cell proliferation, primary screen, ATP luminescence, uHTS; MIN6 cells proliferation, ATPlite luminescence, 48 h; cells starved in 0.2% serum; 100% = growth in 10% serum; proliferation, % at 10 µM; actives 0.29% (n = 330,000);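 active = compounds whose signal lies at least 3.5 SD above the mean of all wells on their plate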;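 also: 0% = DMSO-treated cells in low-serum medium and 100% = 10% serum control; some compounds called inactive have numbers as strong as hits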
mIAP activ: activators of mouse IAP, primary screen, biochemical, luminescence, uHTS; intestinal alkaline phosphatase [Mus musculus]; muIAP, CDP-Star luminescence, 30 min; hits give high values; 1 = vehicle-only enzyme signal, 0 = enzyme-free wells; activation factor at 10 µM; actives 0.24% (n = 330,000);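 active = activation factor of at least 2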; also: the source names both 10 and 20 µM as test concentration; values of inactives mirror those of a sister screen read the other way
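System: mouse IAP enzyme. Reagent: CDP-Star chemiluminescent phosphatase substrate. Benchmarks: DMSO wells, no-enzyme wells. Times: 30 min enzyme-substrate-compound incubation at room temperature. Detection: luminescence from enzymatic CDP-Star hydrolysis. Doses: test compounds delivered from DMSO solution.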
tim10-1 inh: growth inhibitors of tim10-1 mutant yeast, primary screen, luminescence, uHTS; S. cerevisiae tim10-1 ts strain growth, BacTiter-Glo, 24 h; inhibition, % at 20 µM; actives 2.2% (n = 330,000);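 active = inhibition of at least 40%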;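 also: mutant grown at 25 °C; 0% = DMSO wells with yeast and 100% = wells holding no yeast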
TIM10 inh: growth inhibitors of isogenic TIM10 control yeast, primary screen, counter-screen for tim10-1 yeast inhibitor project, luminescence, uHTS; S. cerevisiae TIM10 strain growth, BacTiter-Glo luminescence, 24 h; inhibition, % at 10 µM; actives 1.4% (n = 330,000); AID 463195, 2010;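 active = inhibition of 40% or more at the single tested concentration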;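 also: wild-type TIM10 isogenic control strain grown at permissive 25 °C; 0% = DMSO yeast wells and 100% = minimal medium wells without yeast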
hIAP inh: human IAP inhibitors, primary screen, biochemical, luminescence, uHTS | purified IAP, CDP-Star luminescence, 30 min | inhibition, % at 10 µM | actives 0.12% (n = 330,000) | AID 2544, 2010;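 active = inhibition reaching a set limit with compound at 10 µM in the primary screen, cut at about 35% in these data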;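 also: plate controls were DMSO wells with enzyme for no effect and no-enzyme buffer wells for full effect; values of inactives mirror those of a sister screen read the other way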
Target sequence (P09923 whole entry, looked up): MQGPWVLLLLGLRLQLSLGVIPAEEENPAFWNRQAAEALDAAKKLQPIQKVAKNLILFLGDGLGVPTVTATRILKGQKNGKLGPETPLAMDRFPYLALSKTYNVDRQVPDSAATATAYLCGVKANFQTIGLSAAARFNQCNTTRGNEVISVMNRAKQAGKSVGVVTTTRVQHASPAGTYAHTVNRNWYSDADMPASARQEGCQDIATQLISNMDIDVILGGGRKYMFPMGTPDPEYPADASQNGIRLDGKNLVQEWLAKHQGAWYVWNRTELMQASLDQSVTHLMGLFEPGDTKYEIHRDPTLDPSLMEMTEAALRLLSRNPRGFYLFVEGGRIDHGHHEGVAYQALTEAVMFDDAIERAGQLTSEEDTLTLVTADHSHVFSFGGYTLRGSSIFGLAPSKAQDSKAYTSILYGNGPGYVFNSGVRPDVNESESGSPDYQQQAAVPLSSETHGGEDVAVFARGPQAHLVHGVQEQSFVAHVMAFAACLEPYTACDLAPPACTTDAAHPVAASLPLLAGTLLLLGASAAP
A3G deaminase: APOBEC3G DNA deaminase inhibitors, primary screen, biochemical, fluorescence, single-stranded DNA substrate, uHTS | inhibition, % at 20 µM | AID 493012, 2011 | recombinant A3G, ssDNA deamination FAM/TAMRA fluorescence | DNA dC->dU-editing enzyme APOBEC-3G (Homo sapiens), Q9HC16 | actives 0.28% (n = 330,000);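 active = inhibition of at least 40% at 20 µM, with no more than 30% in the related APOBEC3A deaminase screen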;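 also: plate controls were DMSO wells with A3G for no effect and wells lacking A3G enzyme for full effect; some compounds called inactive have numbers as strong as hits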
Target sequence (Q9HC16 whole entry, looked up): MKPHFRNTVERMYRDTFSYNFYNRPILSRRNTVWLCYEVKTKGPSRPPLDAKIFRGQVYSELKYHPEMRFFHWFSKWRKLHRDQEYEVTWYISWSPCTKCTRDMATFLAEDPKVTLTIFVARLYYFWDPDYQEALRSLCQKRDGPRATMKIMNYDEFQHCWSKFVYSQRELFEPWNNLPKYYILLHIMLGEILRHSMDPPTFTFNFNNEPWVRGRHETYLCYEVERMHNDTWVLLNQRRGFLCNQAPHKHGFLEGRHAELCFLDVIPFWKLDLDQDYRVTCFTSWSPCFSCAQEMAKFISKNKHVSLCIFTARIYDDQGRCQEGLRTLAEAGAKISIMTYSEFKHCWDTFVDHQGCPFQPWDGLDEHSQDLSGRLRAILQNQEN
APOBEC3A inh: APOBEC3A ssDNA deaminase inhibitors, primary screen, selectivity assay for APOBEC3G inhibitor project, biochemical, FAM/TAMRA oligo cleavage fluorescence. DNA dC->dU-editing enzyme APOBEC-3A (Homo sapiens), P31941. recombinant A3A, FAM/TAMRA ssDNA deamination fluorescence. actives 0.41% (n = 330,000). inhibition, % at 20 µM;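 active = at least 40% inhibition at 20 µM here, with at most 30% in a related deaminase screen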;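 also: plate controls were A3A with DMSO for no effect and wells lacking A3A enzyme for full effect; some results filed as inactive read as strong as hits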
Target sequence (P31941 whole entry, looked up): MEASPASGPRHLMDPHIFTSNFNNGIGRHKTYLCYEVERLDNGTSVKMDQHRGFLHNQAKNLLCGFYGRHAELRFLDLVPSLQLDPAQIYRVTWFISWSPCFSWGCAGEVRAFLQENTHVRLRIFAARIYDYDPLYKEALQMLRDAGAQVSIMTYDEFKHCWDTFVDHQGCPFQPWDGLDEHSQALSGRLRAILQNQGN
mIAP inh: inhibitors of mouse IAP, primary screen, biochemical, luminescence, uHTS; intestinal alkaline phosphatase [Mus musculus]; purified mouse IAP, CDP-Star luminescence, 30 min; inhibition, % at 10 µM; actives 0.2% (n = 330,000); AID 2806, 2010;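 active = inhibition of at least 40% at 10 µM in the primary screen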;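 also: plate controls were DMSO with enzyme for no effect and no enzyme wells for full effect; values of inactives mirror those of a sister screen read the other way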
NLRP3 yeast inh: NALP3 inflammasome inhibitors in reconstituted yeast, primary screen, luminescence, uHTS | actives 0.39% (n = 330,000) | inhibition, % at 10 µM | AID 2825, 2010 | Yeast reconstituted NLRP3/ASC/caspase-1, beta-gal luminescence, 24 h;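 active = inhibition of 50% or more; inactive = inhibition below 50%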;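 also: plate controls were induced DMSO wells for no effect and uninduced yeast grown without galactose for full effect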
An asterisk follows results filed as active.

Every second line gives: mIAP inh	TIM10 inh	A3G deaminase	mIAP activ	tim10-1 inh	beta cell repl	NLRP3 yeast inh	APOBEC3A inh	hIAP inh
C#CCNC(=O)C1=C[C@H](C2CC2)C[C@H](OCCCCO)O1
→ 6	-8	-10	0.94	6	-4	12	-4	11
CCc1nccn1S(=O)(=O)c1cc(OC)c(Cl)cc1OC
→ -2	16	-7	1	16	-1	2	-4	0
Nc1nc(Cl)nc2c1ncn2[C@H]1C[C@H](O)[C@@H](CO)O1
→ -3	5	-8	1	-8	-8	-4	-2	-8
COc1cc(NS(=O)(=O)c2ccc(NC(=O)c3cccs3)cc2)nc(OC)n1
→ 5	-11	5	0.95	11	-1	0	-8	-13
CCc1ccc(NC(=O)CCn2nc(C)c(S(=O)(=O)N3CCCCC3)c2C)cc1
→ 8	11	5	0.92	17	-1	5	-2	3
CCCNc1sc(S(=O)(=O)CCC)nc1S(=O)(=O)c1ccc(C)cc1
→ -7	19	-11	1.1	20	3	3	-3	-1
COC(=O)NC(NC(=S)Nc1ccc([N+](=O)[O-])cc1)C(Cl)(Cl)Cl (stereo not given)
→ 16	7	0	0.84	0	-4	34	2	-11
CC(Nc1ccc(F)cc1F)C(=O)NC(=O)NC1CCCCC1 (stereo not given)
→ 2	-14	0	0.98	7	0	3	3	3
COCCNC(=O)C(OC(=O)CC1Sc2ccccc2NC1=O)c1ccncc1 (stereo not given)
→ 11	3	-2	0.89	-1	0	8	-1	12
CCn1cc(C(=O)NCCCOC)c2cc(OC)c(OC)cc2c1=O
→ -9	-31	-3	1.1	19	0	11	-4	3
Cc1ccc(S(=O)(=O)N(CC(=O)NCCSc2ccccn2)c2cc(C)cc(C)c2)cc1
→ 2	30	-10	0.98	25	-1	16	-5	-7
CC1CC(C)CN(S(=O)(=O)c2ccc(C(=O)Nc3nnc(-c4cccs4)o3)cc2)C1 (stereo not given)
→ 6	18	-9	0.94	42*	-3	1	-6	-49
COc1ccccc1-c1cn[nH]c1-c1ccc(OCc2ccc(F)cc2)cc1O
→ -1	21	-5	1	11	-6	13	-1	-48
Cc1onc(-c2ccncc2)c1C(=O)O
→ 8	1	-9	0.92	1	1	4	-5	6
CN1C2CCC1CC(NC(=O)CSc1ccc(Cl)cc1)C2 (stereo not given)
→ 2	37	-4	0.98	-11	0	11	-1	9
O=C(/C=C/c1ccccc1Cl)NC1CCS(=O)(=O)C1 (stereo not given)
→ -4	-1	-8	1	10	-2	-8	-1	-23
CCc1ccccc1NC(=O)CNC(=O)c1ccccc1OCc1c(C)noc1C
→ 13	-1	0	0.87	13	-2	4	-3	-5
c1ccc(OCCCCn2cnc3ccccc32)cc1
→ -14	10	3	1.1	28	-2	16	0	6
CCOC(=O)C(NC(C)=O)C(O)c1ccc([N+](=O)[O-])cc1 (stereo not given)
→ -2	0	-2	1	-4	1	-2	2	14
O=C(C(=O)N1CCOCC1)c1cn(CC(=O)N2CCCCC2)c2ccccc12
→ 3	-5	-2	0.97	-13	-3	8	0	-13

Every second line gives: mIAP inh	TIM10 inh	A3G deaminase	mIAP activ	tim10-1 inh	beta cell repl	NLRP3 yeast inh	APOBEC3A inh	hIAP inh
N#CNC(=Nc1ccc(Cl)cc1)Oc1ccccc1
→ 7	27	-8	0.93	26	0	16	-3	21
Cc1ccccc1OCCC(=O)OCC(=O)NCCNC(=O)COC(=O)CCOc1ccccc1C
→ 1	7	5	0.99	15	-4	8	-4	-19
CC(Oc1ccc(Br)cc1)C(=O)N1CCC(C(N)=O)CC1 (stereo not given)
→ -3	-8	-2	1	-17	-4	7	1	4
CCn1c(CC(=O)Nc2ccc(C)c(Cl)c2)nnc1SCC(=O)Nc1nc(C)cs1
→ -17	-1	3	1.2	3	-2	9	1	-8
O=C(NCC(c1ccco1)N1CCc2ccccc2C1)c1cccc(F)c1 (stereo not given)
→ 4	26	-7	0.96	24	0	17	0	10
CN1CCN(C(=O)C2CCN(S(=O)(=O)c3ccc4c(c3)oc(=O)n4C)CC2)CC1
→ 1	-5	3	0.99	-7	-1	5	1	-10
CCOC(=O)COn1c(-n2nc(C)cc2C)nc2ccccc2c1=O
→ 10	13	-6	0.9	8	2	0	-1	-6
Cc1cccc(Nc2nc(-c3ccc(O)c(O)c3)cs2)n1
→ 33	19	-6	0.67	2	-5	11	0	20
CC1CCCCC1NC(=O)C1CCN(S(=O)(=O)N2CCCCCC2)CC1 (stereo not given)
→ 5	-7	-1	0.95	13	-2	12	2	1
Cc1cc(S(=O)(=O)Nc2cccc([N+](=O)[O-])c2)c(C)s1
→ -1	1	-8	1	17	-1	11	-1	14
COc1ccc(S(=O)(=O)N2CCC(C(=O)N[C@@H](C)C(=O)NC3CCCC3)CC2)cc1
→ -2	-5	-1	1	6	-1	9	-1	-4
CN1C(=O)/C(=C/c2ccc(O)c([N+](=O)[O-])c2)NC1=S
→ 21	13	-1	0.79	11	-2	29	3	19
c1ccc(CCCNc2ncnc3nc[nH]c23)cc1
→ 21	7	-8	0.79	2	3	8	-7	-66
Cc1ccc(S(=O)c2snnc2C)cc1 (stereo not given)
→ -2	13	-5	1	-1	-2	-21	-1	-9
Cc1cccc(OCc2nnc(SCC(=O)NCCc3ccccc3)o2)c1
→ 3	8	-7	0.97	11	0	16	-2	6
O=C(Oc1ccc(N2C(=O)CCC2=O)cc1)c1ccccc1Cl
→ -2	14	-6	1	23	0	8	1	2
S=C(NCc1ccccc1)N1CCN(C2CCCCC2)CC1
→ 0	-40	-9	1	-36	0	9	0	-18
Cc1cc(C)c(S(=O)(=O)N2CCN(C(=O)c3cc4ccccc4o3)CC2)c(C)c1
→ -2	21	7	1	34	-4	21	0	-8
O=C(Nc1cc(Cl)ccc1Cl)C1CC(=O)N(c2ccccc2)C1 (stereo not given)
→ -6	-47	-4	1.1	-21	0	23	-2	-4
COCCCNC(=O)/C(=C\c1cccn1C)NC(=O)c1cccs1
→ -2	-4	-5	1	14	0	-8	-2	5

Every second line gives: mIAP inh	TIM10 inh	A3G deaminase	mIAP activ	tim10-1 inh	beta cell repl	NLRP3 yeast inh	APOBEC3A inh	hIAP inh
CCCn1c(SCC(=O)NC)nc2sc3c(c2c1=O)CCC3
→ -7	-11	3	1.1	20	0	0	3	-21
O=C(c1ccc(Cl)c(F)c1F)N1CCOCC1
→ 3	1	-4	0.97	6	0	11	1	0
C[C@@H](CN1C2=NC[C@H](Cc3ccccc3)N2C[C@H]1Cc1ccc(O)cc1)NC(=O)CCC1CCCCC1
→ -7	-1	-10	1.1	3	-8	3	-5	6
Cc1ccc(N/C=C2\CCCCC2=O)nc1
→ -10	11	-2	1.1	0	-1	11	-6	2
C=C(C(=O)Oc1ccccc1C(C)(C)C)c1ccccc1
→ 8	37	-1	0.92	39	-7	24	0	0
Nc1c(C(=O)O)nnn1Cc1ccccc1
→ -5	-4	-10	1	5	-1	6	2	6
C/C(=N\NC(=S)NCCc1ccccc1)c1cccc(Br)c1
→ -2	37	-11	1	17	-5	31	-3	-10
O=C(CO/N=C/c1ccccc1O)N1CCc2ccccc21
→ -8	10	-4	1.1	5	-1	12	0	5
CCOC(=O)c1c(/N=C/N(C)C)sc2c1CCC2
→ 13	5	-2	0.87	14	0	16	0	9
c1ccc(C2=NC(c3ccccc3)N=C(c3ccccc3)N2)cc1
→ 10	14	-7	0.91	13	0	4	-3	11
N#CC1(C#N)CC(C=O)=C(N)C1(C#N)CC(=O)c1ccc(F)cc1 (stereo not given)
→ 8	3	-6	0.92	12	-1	15	-3	9
Cc1ccc(OCC(=O)Nc2ccc(F)cc2)cc1
→ -10	3	-4	1.1	19	-4	29	-6	-8
Cc1noc(C)c1NC(=O)Nc1ccc2c(c1)C(=O)N([C@H](C)CO)C[C@H](C)[C@@H](CN(C)C(=O)Nc1ccc(C(F)(F)F)cc1)O2
→ -84	9	-5	1.8	6	3	3	-2	-15
CCOC(=O)c1nccnc1C(=O)Nc1ccc(C(F)(F)F)cc1
→ 12	-1	-11	0.88	21	5	1	0	4
COc1ccc(/C(N)=N/OC(=O)Oc2ccccc2)cc1
→ -4	2	-4	1	5	0	-2	-3	-2
CCN(CC)C(=O)C1CCN(S(=O)(=O)c2ccc3c(c2)CCCN3C(=O)C2CCC2)CC1
→ 0	3	-5	1	5	-1	9	-3	3
Cc1cc(Cl)ccc1NC(=O)CCN1C(=O)NC(C)(C)C1=O
→ 4	4	-5	0.96	12	3	3	-4	14
CCOc1ccccc1Nc1nc(N)nc(CSc2nncn2C)n1
→ 6	2	0	0.94	8	-3	-10	3	-3
O=C(COC(=O)COc1ccc(Br)cc1)NCC1CCCO1 (stereo not given)
→ -2	-6	-2	1	-5	-3	3	-1	6
Cc1ccc(S(=O)(=O)N2CCC(C(=O)OCC(=O)NCCc3ccccc3)CC2)cc1C
→ -9	13	-1	1.1	19	1	28	2	1

Brought forward from above: 2 entries, then new ones.
Every second line gives: mIAP inh	TIM10 inh	A3G deaminase	mIAP activ	tim10-1 inh	beta cell repl	NLRP3 yeast inh	APOBEC3A inh	hIAP inh
O=C(COC(=O)COc1ccc(Br)cc1)NCC1CCCO1 (stereo not given)
→ -2	-6	-2	1	-5	-3	3	-1	6
Cc1ccc(S(=O)(=O)N2CCC(C(=O)OCC(=O)NCCc3ccccc3)CC2)cc1C
→ -9	13	-1	1.1	19	1	28	2	1
COC(=O)c1ccc(CSc2nnc(NC(C)C)s2)o1
→ -3	10	1	1	29	0	11	2	13
CCOP(=O)(CC(C(C)=O)C(O)c1ccccc1)OCC (stereo not given)
→ 7	11	-10	0.93	8	3	7	-2	12
O=C(c1cccc(S(=O)(=O)N2CCOCC2)c1)N(Cc1ccc(F)cc1)Cc1ccco1
→ 4	28	-5	0.96	2	0	14	1	7
CCOCCCNC(=O)C(c1ccc(C)cc1)N1CCOCC1 (stereo not given)
→ 1	6	-6	0.99	19	3	3	-3	18
O=C1c2cccnc2C(=O)N1Cc1ccc(S(=O)(=O)N2CCOc3ccccc32)cc1
→ 3	7	-4	0.97	22	4	-7	-5	8
COc1cccc(NC(=O)Nc2ccccc2C(N)=O)c1
→ -1	4	4	1	9	7	13	1	-2
O=C(CSc1ccccc1)Nc1ccc(Cl)c(S(=O)(=O)N2CCOCC2)c1
→ -20	4	-5	1.2	19	-1	3	-4	-4
COc1ccc(-c2[nH]ncc2CN2CCN(C(=O)c3ccco3)CC2)cc1F
→ 10	-10	-4	0.9	7	0	-4	3	-1
Cc1ccccc1C(=O)NC1CCN(Cc2ccccc2)CC1
→ 5	-4	-3	0.95	0	-1	11	-1	-10
COc1ccc(OC)c(S(=O)(=O)Nc2ccc3c(c2)N(C(C)=O)CCC3)c1
→ 8	2	5	0.92	5	-3	17	2	10
COc1ccc(C)cc1S(=O)(=O)N1CCN(S(=O)(=O)c2cc(C)ccc2OC)CC1
→ 6	13	-2	0.94	15	1	-8	0	7
CCC1CCCCN1C(=O)CSc1nnc(-c2ccc3c(c2)OCCO3)o1 (stereo not given)
→ 3	6	-11	0.97	23	-2	19	2	10
